Source: PubChem (National Center for Advancing Translational Sciences (NCATS))
Apoferritin bind: candidate novel general anesthetic via apoferritin binding | P02791 | 350,000 compounds, 0.074% hits | apoferritin/1-aminoanthracene competitive binding, fluorescence | Potency, µM (doses to about 77.5 µM), inactives show at the highest dose activity change, negative = displacement, actives largely listed as inhibitors | AID 485281; also: potency is read from the fitted curve at half-maximal effect; % is scaled to controls: 0 for no effect and ±100 for the full control effect; nearly all actives have a fitted effect of over 20% in size
Target sequence (P02791 2-175 limits assumed): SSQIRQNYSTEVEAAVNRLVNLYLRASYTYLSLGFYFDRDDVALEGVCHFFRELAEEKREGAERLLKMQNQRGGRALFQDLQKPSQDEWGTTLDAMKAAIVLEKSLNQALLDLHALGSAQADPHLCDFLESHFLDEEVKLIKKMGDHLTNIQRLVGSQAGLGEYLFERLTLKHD
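Steps: apoferritin (10 uM) was premixed with half-saturated 1-AMA in PBS, compounds were pin-transferred, plates stood 10 min at room temperature, fluorescence was read at 380/535 nm, and curves were fitted with a Hill equation.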
POLH inh: DNA polymerase eta (human) inhibition | AID 588591 | Q9Y253 | 390,000 compounds, 1.2% hits | recombinant Pol eta, fluorescent DNA replication assay | Potency, µM (top dose mostly 114 µM), without a hit: at the top dose activity change, negative = inhibition, usual class: inhibitors; also: potency is read from the fitted curve at half-maximal effect; % is scaled to controls: 0 for no effect and ±100 for the full control effect
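Fluorescent replication assay: 50 nM final substrate added after a 15 min room-temperature compound preincubation with 10 nM enzyme. Signal taken at 0 min and again at 10 min.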
Tb PGK inh: blocks T. brucei phosphoglycerate kinase | P07378 | Potency, µM (highest dose often 57.5 µM), without a hit: at the top dose activity change, negative = inhibition, actives largely listed as inhibitors | 380,000 compounds, 0.043% hits | PGK/GAPDH coupled, Kinase-Glo luminescence, 60 min; also: potency is read from the fitted curve at half-maximal effect; % is scaled to controls: 0 for no effect and ±100 for the full control effect; nearly all actives have a fitted effect of over 60% in size
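Recombinant glycosomal PGK reaction used 1,3-bisphosphoglycerate generated in-well by GAPDH (100nM final) in 100mM TEA pH 7.6, 5mM MgCl2, 0.01% Tween-20. After 60 minutes at room temperature, ATP was read by Kinase-Glo Plus luminescence end-point.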
Pol kappa inh: DNA polymerase kappa (human) inhibition; Q9UBT6; purified Pol kappa, fluorescent DNA synthesis assay, 10 min; Potency, µM (doses to about 107 µM), for the others: top-dose activity, negative = inhibition, most hits filed as inhibitors; 400,000 compounds, 0.53% hits; AID 588579; also: potency is read from the fitted curve at half-maximal effect; % is scaled to controls: 0 for no effect and ±100 for the full control effect
Target sequence (Q9UBT6 whole entry, looked up): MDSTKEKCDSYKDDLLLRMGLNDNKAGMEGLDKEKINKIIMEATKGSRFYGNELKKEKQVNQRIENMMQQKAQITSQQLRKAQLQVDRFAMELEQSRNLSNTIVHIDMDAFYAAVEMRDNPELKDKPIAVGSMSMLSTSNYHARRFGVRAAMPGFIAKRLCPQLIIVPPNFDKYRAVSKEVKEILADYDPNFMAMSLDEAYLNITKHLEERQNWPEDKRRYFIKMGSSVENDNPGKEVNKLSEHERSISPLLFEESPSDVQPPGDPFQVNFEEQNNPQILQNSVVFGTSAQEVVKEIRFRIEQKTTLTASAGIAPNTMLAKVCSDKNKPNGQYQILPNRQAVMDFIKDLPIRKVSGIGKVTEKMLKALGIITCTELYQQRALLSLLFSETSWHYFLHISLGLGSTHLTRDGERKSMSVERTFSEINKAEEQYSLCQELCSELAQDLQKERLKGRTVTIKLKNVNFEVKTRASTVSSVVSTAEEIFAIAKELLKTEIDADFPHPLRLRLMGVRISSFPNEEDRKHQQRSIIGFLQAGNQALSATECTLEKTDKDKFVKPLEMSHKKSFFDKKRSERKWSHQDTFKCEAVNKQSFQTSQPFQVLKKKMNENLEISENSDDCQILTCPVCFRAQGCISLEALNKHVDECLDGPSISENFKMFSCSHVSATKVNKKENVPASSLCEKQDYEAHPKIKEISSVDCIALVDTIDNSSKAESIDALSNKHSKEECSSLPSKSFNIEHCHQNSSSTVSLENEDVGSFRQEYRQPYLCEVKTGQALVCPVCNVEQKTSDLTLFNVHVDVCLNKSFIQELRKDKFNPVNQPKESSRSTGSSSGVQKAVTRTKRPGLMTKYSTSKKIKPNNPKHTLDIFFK
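Inhibition of 10 nM Pol kappa is measured by a fluorescent read-out at 0 and 10 min following addition of 50 nM substrate (final), with a 15-min room-temperature compound preincubation.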
BLM inh: inhibitors of human Bloom syndrome helicase BLM; recombinant BLM DNA unwinding, fluorescence dequenching; Potency, µM (series often up to 56.1 µM), without a hit: top-dose activity change, negative = inhibition, most hits filed as inhibitors; 350,000 compounds, 0.2% hits;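 also: potency is read from the fitted curve at half-maximal effect; plate controls were vehicle for no effect and no enzyme for full effect; nearly all actives have a fitted effect of over 35% in size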
APE1 inh: APE1 (human) endonuclease inhibition; P27695; recombinant APE1, TAMRA/BHQ-2 abasic DNA cleavage fluorescence; Potency, µM (titrated, usually from 65.8 µM), without a hit: at the top dose activity change, negative = inhibition, actives largely listed as inhibitors; 350,000 compounds, 0.35% hits; AID 2517;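 also: potency is read from the fitted curve at half-maximal effect; plate controls were vehicle for no effect and reference inhibitor for full effect; nearly all actives have a fitted effect of over 55% in size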
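Incision of a quenched TAMRA/BHQ-2 THF abasic-site duplex (50 nM) by 0.75 nM APE1, after 15 min compound preincubation, measured as fluorescence increase over three 60 s reads. Values normalized to buffer, DMSO and NSC13755 control wells.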
Pol iota inh: blocks human DNA polymerase iota activity; 390,000 compounds, 1% hits; Potency, µM (top dose mostly 115 µM), inactives show at the highest dose activity, negative = inhibition, hits mostly inhibitors; Pol iota fluorescent replication assay, 10 min; also: potency is read from the fitted curve at half-maximal effect
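Pol iota at 10 nM preincubated 15 min with compounds at room temperature; reaction started with fluorescent substrate, 50 nM final. Fluorescence read kinetically at 0 and 10 min; buffer-only wells as negative control.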
POLB inh: inhibitors of human DNA polymerase beta. Pol beta primer extension/strand displacement, fluorescence kinetic. Potency, µM (highest dose often 114 µM), without a hit: at the top dose activity change, negative = inhibition, most hits filed as inhibitors. 340,000 compounds, 1.3% hits. AID 485314; also: potency is read from the fitted curve at half-maximal effect; % is scaled to controls: 0 for no effect and ±100 for the full control effect
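10 nM enzyme + cpd, 15 min RT; start with substrate 50 nM final; read 0 min and after 10 min RT. Corrected, normalized data; 4-parameter Hill curve fit.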
RXFP1 antag: antagonists of human relaxin receptor RXFP1. HEK293-RXFP1, relaxin-stimulated cAMP HTRF, 30 min; active compounds read low. activity change, negative = inhibition, % at 57.5 µM. 350,000 compounds, 0.59% hits. AID 1259400;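 active = activity change of -60% or lower, but not beyond a set lower limit; inconclusive = change between -60% and -40%, or beyond the set limit; inactive = change above -40%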; also: % is scaled to controls: 0 for no effect and ±100 for the full control effect
The depositor's hits bear a star; i = inactive; ? = inconclusive; . = not tested or not shown; & = joins results of further samples; [ ] = remark or other dose. Unless noted, calls follow the shape of the dose curve; as a rule, active = well fitted curve in the direction sought with a large enough effect; inconclusive = small, poorly fitted or top-dose-only effect, or another doubt; inactive = no such curve, though single readings can be large; an effect the other way counts as inactive or inconclusive. This is a subset, so the mix of outcomes need not match the whole.

#	smiles	Pol kappa inh	Pol iota inh	BLM inh	POLB inh	APE1 inh	POLH inh	Apoferritin bind	Tb PGK inh	RXFP1 antag
1	Cn1cc(CN(CCO)Cc2cccs2)c(-c2ccccc2F)n1	-6%	-3%	-2%	7%	-2%	-8%	-4%	-4%	3
2	CN(C)CCNC(=O)c1ccc(CS(=O)(=O)c2ccc(Br)cc2)o1	-8%	10%	.	.	.	-1%	.	-6%	.
3	OCCNCCO	-15%	38%[activator]	-2%	23%	3%&0%	-13%	-5%	-3%	.
4	CC1CC(C)CN(S(=O)(=O)c2ccc(Cl)cc2)C1 (stereo not given)	2%	43%[activator]	-1%	12%	-3%	-11%	-9%	i	?
5	COc1ccc(NC(=O)COc2ncnc3ccccc23)cc1S(=O)(=O)N1CCOCC1	-10%	42%[activator]	-2%	7%	3%	1%	-10%	2%	-5
6	C=CCOc1ccc(CN(C)Cc2nc3cc(C(F)(F)F)ccc3c(=O)[nH]2)cc1	-6%	19%	-5%	26%	-9%	-5%	?	-1%	-6
7	Cn1c(=O)c(=O)n(C)c2cc(S(=O)(=O)N3CCC(N4CCCCC4)CC3)ccc21	3%	30%[activator]	.	.	.	-14%	.	-7%	0
8	O=C(c1cc(C2CC2)on1)N1CCN(c2ccccc2)CC1	-5%	4%	5%	?	-1%	-16%	-7%	-1%	2
9	CCOc1ccc(-n2nnc3c(=O)n(CC(=O)Nc4cc(C)on4)cnc32)cc1	-8%	59%[activator]	1%	-4%	-6%	-12%	-6%	8%	-13
10	CCNc1nn2ccccc2c1/C=C(\C#N)C(=O)OCC	-7%	-19%	-5%	-20%	-7%	-7%	-1%	-5%	8
11	O=C(N/C(=C\c1ccccc1)C(=O)N1CCOCC1)c1ccccc1Cl	0%	-5%	0%	-18%	56%[activator]	-9%	-3%	-4%	-4
12	Cc1ccc(CNC(=O)C2CC(=O)N(C3CCCCCC3)C2)cc1 (stereo not given)	-19%	157%[activator]	2%	-1%	0%	-10%	-14%	-7%	14
13	CC(=O)c1cccc(NC(=O)c2sc(-n3nc(C)c(CCC(C)C)c3C)nc2C)c1	1%	-8%	-2%	35%	.	-7%	-1%	9%	-14
14	O=C(c1ccc(NS(=O)(=O)c2cccc([N+](=O)[O-])c2)cc1)N1CCCCCC1	0%	-7%	.	.	-1%	-6%	.	-4%	2
15	Cc1ccc2oc(-c3ccc(C)c(NC(=O)Cc4cccs4)c3)nc2c1	-8%	9%	-4%	?	3%	-21%	-6%	-8%	.
16	CC(C)[C@@H]1CN=C(N)N1C[C@@H]1CCCN1C[C@H](C)N1C[C@@H](Cc2ccccc2)N(CCc2ccc(Cl)c(Cl)c2)C1=N	-18%	?	.	.	-16%	-3%	.	-1%	.
17	S=c1nc(-c2ccco2)[nH][nH]1	-8%	-1%	-2%	-7%	5%	-9%	-4%	-10%	-19
18	Cn1c(C(=O)NN)cc2cc(Oc3ccccc3)ccc21	1%	-18%	-4%	5%	-8%	-19%	-20%	-3%	4
19	N#CC1=C2SCN(C3CCCCC3)CN2C(=O)CC1c1c(F)cccc1Cl (stereo not given)	-38%	?	-4%	-15%	.	?	-16%	6%	-1
20	CCc1cccc(NC(=O)CCNS(=O)(=O)c2cc(Br)cnc2N)c1	-24%	8%	-4%	-1%	16%	-16%	-4%	-5%	16

Limited to POLB inh, RXFP1 antag and Tb PGK inh, for some of the entries so far:
no.	SMILES	POLB inh	RXFP1 antag	Tb PGK inh
7	Cn1c(=O)c(=O)n(C)c2cc(S(=O)(=O)N3CCC(N4CCCCC4)CC3)ccc21	.	0	-7%
8	O=C(c1cc(C2CC2)on1)N1CCN(c2ccccc2)CC1	?	2	-1%

(continued)
#	smiles	Pol kappa inh	Pol iota inh	BLM inh	POLB inh	APE1 inh	POLH inh	Apoferritin bind	Tb PGK inh	RXFP1 antag
21	CCOc1ccc2nc(/N=C/c3c(C)[nH]n(-c4ccccc4)c3=O)sc2c1	-13%	-13%	-8%	-5%	4%	-11%	-3%	10%	-5
22	Oc1ccc(/C=N/Nc2ccnc3cc(Cl)ccc23)c(O)c1	-12%	?	-24%	?	?	?	-11%	-3%	-2
23	O=C(Cc1ccc([N+](=O)[O-])cc1)NC(C(=O)O)C(O)c1cccc([N+](=O)[O-])c1 (stereo not given)	-16%	150%[activator]	-1%	66%	10%	-13%	-1%	8%	-1
24	Cc1cc(OCCCCN2C(=O)NC(C)(C)C2=O)cc(C)c1Cl	-8%	10%	-6%	13%	11%	-17%	-19%	i	-14
25	CCC(C)n1c(=N)c(C(=O)NC2CCCCC2)cc2c(=O)n3cc(C)ccc3nc21 (stereo not given)	-5%	-23%	-2%	12%	.	-8%	159%[activator]	2%	.
26	Cc1nn(-c2cc(N3CCCCC3)ccc2N)c(=O)c2ccccc12	-17%	-7%[58.9 µM]	-6%	?	-2%	-3%	-12%	-20%	-11
27	O=C(O)CN1c2cccc3cccc(c23)S1(=O)=O	-15%	?	-9%	?	44%	28µM*	41%[activator]	-2%	5
28	CC(=O)c1ccc(NC(=O)C(C)Nc2ccc(Cl)cc2)cc1 (stereo not given)	-9%	-6%	-3%	2%	-3%	-11%	-23%	-1%	-9
29	COc1cccc(COC(=O)Cc2ccc(S(=O)(=O)N3CCOCC3)s2)c1OC	-14%	5%	.	.	-8%	-12%	.	3%	5
30	Cc1cc(O)c(CN2CCN(c3ccc(F)cc3)CC2)c2oc(=O)cc(C)c12	-17%	29%	0%	12%	.	-22%	.	-3%	-10
31	O=C(NCCCN1CCN(c2cccc(Cl)c2)CC1)Nc1ccccc1C(F)(F)F	6%	8%	-3%	-10%	.	-11%	-18%	-1%	.
32	COc1ccccc1N(CC(=O)NC(C)(C)C)S(=O)(=O)c1cccs1	-8%	86%[activator]	4%	3%	4%	-5%	-8%	i	5
33	CSc1nc(C)c(CCOC(=O)c2ccccc2)c(=O)[nH]1	2%	-11%	-5%	51%	7%	-10%	-14%	i	-5
34	O=C(O)/C=C/C(=O)Nc1ccc(N2CCOCC2)nc1N1CCOCC1	-3%	68%[activator]	-2%	-8%	-5%	0%	-3%	-9%	-17
35	CC1(C)C[C@H](O)[C@]2(CO)CC[C@]3(C)C(=CCC4[C@@]5(C)CC[C@H](O)C(C)(C)C5CC[C@]43C)[C@@H]2C1 (stereo not given in full)	21%	-13%	.	.	24%	-11%	.	-10%	.
36	O=C(CCC1CCCC1)Nc1nnc(-c2ccc3c(c2)OCO3)s1	2%	11%	3%	3%	4%	-12%	10%	i	13
37	Cc1nn(-c2ccc(C(=O)O)cc2)c(C)c1Cl	0%	54%[activator]	-5%	?	-3%	-13%	-2%	i	-10
38	Cc1[nH]c(C)c(S(=O)(=O)NCc2ccc(F)cc2)c1C(=O)N1CCCCC1	-11%	6%	1%	5%	0%	-1%	-3%	-8%	-31
39	CC(C)CC(CO)N1CCN(C(=O)c2cccc(Cl)c2)CCC1=O (stereo not given)	-6%	?	.	.	.	-15%	.	i	.
40	N#Cc1c(N)nc2c(c1N)CC(CO)O2 (stereo not given)	-7%	-3%	0%	2%	-1%	-14%	-8%	-8%	.

(more compounds)
#	smiles	Pol kappa inh	Pol iota inh	BLM inh	POLB inh	APE1 inh	POLH inh	Apoferritin bind	Tb PGK inh	RXFP1 antag
41	CCOc1ccccc1NC(=O)C1CCN(S(=O)(=O)c2ccccc2)CC1	-23%	-2%	-5%	-13%	.	-15%	3%	-1%	0
42	CCc1nnc(NC(=O)CCC(=O)N2CCN(Cc3ccccc3)CC2)s1	-2%	19%	0%	54%	2%	-7%	-8%	-5%[11.5 µM]	-2
43	COC(=O)c1ccc(CO/N=C/c2ccccc2OC)cc1	-24%	4%	-6%	39%	-12%	-6%	-12%	3%	-2
44	Cc1nc(-c2ccc(NC(=O)CC(C)C)cc2)cs1	-12%	108%[activator]	-5%	34%	-4%	-11%	-3%	4%	-2
45	OCC[C@@H]1C[C@@H](O)[C@H](O)[C@]2(OCCc3ccccc32)O1	5%	29%	2%	33%	8%	3%	-8%	-8%	.
46	C=CCOC(=O)/C(=C\c1ccccc1)NC(=O)c1ccco1	-1%	27%	4%	18%	11%	-13%	-7%	-6%	-3
47	O=C(CN(CC1CCCO1)C(=O)CNS(=O)(=O)c1ccc(Cl)cc1)NC1CCCC1 (stereo not given)	-8%	6%	-1%	22%	28%	-14%	-10%	-2%	7
48	CC1(C)CC(=O)C2=C(C1)O[C@@]1(CCCCN3C(=O)c4ccccc4C3=O)Cc3cc(C#N)ccc3C2O1	.	.	-6%[12.4 µM]	26%[22.9 µM]	7%[12.4 µM]	.	-14%[15.3 µM]	.	.
49	Cc1cc(C)n(CC(C)NCc2cn[nH]c2-c2ccc(C)c(C)c2)n1 (stereo not given)	5%	108%[activator]	-1%	-2%	0%	?	-7%	1%	-5
50	O=C1C=C(N2CCOCC2)c2ccccc2C1=O	-8%	1.8µM*	8.9µM*	-11%	14%	5.6µM*	-18%	-22%	12
51	CS(=O)(=O)N(CC(=O)NCc1ccco1)Cc1ccc(Cl)cc1	-4%	24%	-6%	-19%	-4%	?	-4%	i	2
52	Cc1cc(=O)[nH]c(SCC(=O)c2ccccc2)c1C#N	-9%	5%	-3%	-18%	-4%	-14%	-14%	1%	1
53	CC(CNC(=O)CN1C(=O)CCSc2ccccc21)c1ccccc1 (stereo not given)	6%	15%	-4%	-22%	37%	-10%	1%	-9%	1
54	O=C(CCn1[nH]c(=O)c2ccccc2c1=O)OC1CCCCC1	-6%	8%	-4%	9%	-8%	-2%	-6%	.	16
55	CCNc1nc(N)nc(Oc2ccc(C(=O)OC)cc2)n1	2%	5%	0%	2%	0%	0%	-2%	-13%	4
